From PubChem
D2 ag = D2 dopamine receptor (human) agonism; P14416; activation, % at 2 µM; AID 485358; actives 0.53% (n = 340,000); HEK293 T-REx D2 cells, calcium flux agonist mode;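 active = activation over 3 SD above normal in the single-dose calcium agonist read, cut at about 30% in these data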; note: 0% is about no effect
Target sequence (P14416 whole entry, looked up): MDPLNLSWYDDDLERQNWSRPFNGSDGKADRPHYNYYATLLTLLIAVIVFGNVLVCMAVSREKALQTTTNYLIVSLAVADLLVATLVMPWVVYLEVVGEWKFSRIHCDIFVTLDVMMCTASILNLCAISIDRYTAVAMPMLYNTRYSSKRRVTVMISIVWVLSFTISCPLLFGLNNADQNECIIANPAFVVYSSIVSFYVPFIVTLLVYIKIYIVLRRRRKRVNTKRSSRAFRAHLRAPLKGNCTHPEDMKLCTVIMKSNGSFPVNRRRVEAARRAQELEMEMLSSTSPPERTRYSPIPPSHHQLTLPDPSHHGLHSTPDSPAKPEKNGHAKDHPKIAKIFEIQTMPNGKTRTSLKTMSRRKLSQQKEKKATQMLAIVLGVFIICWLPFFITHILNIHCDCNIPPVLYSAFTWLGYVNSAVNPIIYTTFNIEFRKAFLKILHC
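Agonism is scored from calcium flux in a force-coupled, inducible HEK293 cell line expressing D2, read kinetically for 180 s after compound addition against dopamine controls.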
D2 potentiator = positive allosteric modulators of human D2 dopamine receptor; HEK293 T-REx D2, calcium flux, EC20 dopamine potentiation; potentiation, % at 10 µM; actives 0.34% (n = 340,000); P14416;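 active = potentiation over 3 SD above the plate norm, cut at about 30% in these data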; note: 0% is about no effect
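Tetracycline-induced Hek293 Trex D2 cells, force-coupled to calcium, loaded with no-wash calcium dye. Compound added with 180 s kinetic read for agonism, then EC20 dopamine and a further 180 s read for potentiation.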
D2 antag = antagonizes the human D2 dopamine receptor; P14416; HEK293 TREx D2 cells, calcium flux, dopamine EC80; inhibition, % at 10 µM; actives 2% (n = 340,000); AID 485344; in the data active = inhibition above about 30%; note: 0% is about no effect
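Tetracycline-induced HEK293 T-REx cells expressing D2 force-coupled to calcium signalling were dye-loaded, exposed to compound for 180 s, then challenged with an EC80 of dopamine; calcium flux was followed kinetically for a further 180 s.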
RXFP1 antagonist = blocks the human relaxin receptor RXFP1; Q9HBX9; actives 0.59% (n = 350,000); AID 1259400; activity change, negative = inhibition, % at 57.5 µM; HEK293-RXFP1, relaxin-stimulated cAMP HTRF, 30 min; hits give low values;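 active = activity change of -60% or lower, but not beyond a set lower limit; inconclusive = change between -60% and -40%, or beyond the set limit; inactive = change above -40%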; note: % is set by controls: 0 for no effect and ±100 for the full control effect
TRHR ag = activates the human TRH receptor; P34981; TRHR cells, calcium flux fluo-8, FDSS agonist mode; activation, % at 2 µM; actives 0.18% (n = 360,000); AID 493084; note: 0% is about no effect
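In this calcium-flux screen, cells bearing human TRHR are dye-loaded with fluo-8, baselined for 10 cycles, then exposed to library compounds; positive kinetic calcium responses during the agonist phase mark hits, with TRH as control.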
TRHR PAM = allosterically enhances the human TRH receptor | enhancement, % at 2 µM | actives 0.66% (n = 360,000) | TRHR cells, fluo-8 calcium fluorescence, EC20 TRH enhancement | P34981 | AID 493056; in the data active = enhancement above about 30%; note: 0% is about no effect
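TRHR-expressing cells loaded with fluo-8 calcium dye were read kinetically (ex 480/em 530) during compound addition, then stimulated with an EC20 of TRH (10 nM final). Enhancement of the Gq-mediated intracellular calcium response was scored.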
D1 antagonist = human D1 dopamine receptor antagonism. HEK293 TREx D1 cells, calcium flux, dopamine EC80; hits give low values. activity change, negative = inhibition, % at 10 µM. actives 3.2% (n = 360,000). AID 504652; in the data active = activity change below about -30%; note: % is set by controls: 0 for no effect and ±100 for the full control effect
Target sequence (P21728 whole entry, looked up): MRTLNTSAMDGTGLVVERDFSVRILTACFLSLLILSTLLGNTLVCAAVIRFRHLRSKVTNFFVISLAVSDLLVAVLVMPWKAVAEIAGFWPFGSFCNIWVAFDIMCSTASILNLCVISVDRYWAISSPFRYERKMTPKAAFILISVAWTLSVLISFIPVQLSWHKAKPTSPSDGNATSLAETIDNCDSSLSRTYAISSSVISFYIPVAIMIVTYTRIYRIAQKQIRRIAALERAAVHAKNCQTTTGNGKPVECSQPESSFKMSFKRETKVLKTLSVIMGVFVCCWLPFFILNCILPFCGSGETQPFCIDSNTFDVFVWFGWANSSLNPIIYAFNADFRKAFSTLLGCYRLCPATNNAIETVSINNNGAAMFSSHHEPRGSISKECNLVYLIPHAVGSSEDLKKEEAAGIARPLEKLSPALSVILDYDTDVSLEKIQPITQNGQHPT
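Cells carrying a force-coupled, tetracycline-inducible human D1 receptor report calcium flux. Each well gets a 10 s baseline, compound with 180 s monitoring, then an EC80 dopamine stimulus with a second 180 s kinetic read.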
D1 agonist = agonists of human D1 dopamine receptor; activation, % at 2 µM; AID 504660; HEK293 T-REx D1 cells, calcium flux, agonist mode; actives 1% (n = 360,000); note: 0% is about no effect
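Inducible HEK293 T-REx D1 cells, force-coupled to calcium signalling, were plated at 4000 cells/well with tetracycline and held overnight at 30 C. After no-wash calcium dye loading, compound-evoked calcium rise over 180 s flagged agonists.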
D1 PAM = enhances dopamine response at the human D1 receptor | AID 504651 | HEK293 TREx D1 cells, calcium flux, dopamine EC20 potentiation | potentiation, % at 10 µM | P21728 | actives 0.036% (n = 360,000); in the data active = potentiation above about 30%; note: 0% is about no effect
* hit, by the source's call; ? = inconclusive; · = no result given. Cut-off read from the data, not from the text of the source, unless noted: active = activation above about 30%; inactive = the rest. The order is random (roughly 7.1% active in at least one column).

SMILES | D2 ag | D2 potentiator | D2 antag | RXFP1 antagonist | TRHR ag | TRHR PAM | D1 antagonist | D1 agonist | D1 PAM
COc1ccc(S(=O)(=O)N(C)c2ccc(C(=O)N3CCC(C(N)=O)CC3)cc2)cc1 | 0.1 | -4 | -6 | 0 | 0.3 | 21 | -5 | 2 | 5
Cc1cnc(C(=O)OCC(=O)c2ccccc2)cn1 | -0.3 | 13 | -3 | 13 | 0.7 | 23 | -6 | 5 | -4
CSc1ccc(/C=N/NC(=O)c2cccc(O)c2)cc1 | -0.4 | 19 | -15 | 6 | -0.6 | 13 | -8 | -1 | -8
Cc1cc(NC(=O)CSc2nc(=O)n(CCN(C)C)c3c2CCCC3)no1 | 0.4 | 9 | 7 | 4 | 1.7 | -4 | 3 | 1 | -3
COC(=O)CSc1ncnc2c1sc1nc(N3CCOCC3)c3c(c12)CCCC3 | 0.2 | 6 | 3 | 2 | 1.4 | 7 | 7 | 1 | 0
CCOC(=O)c1cnc(-n2nc(C)cc2C)nc1Oc1ccccc1F | -0.1 | -3 | -5 | -10 | -0.6 | -2 | 11 | 1 | -2
Cc1ccc(S(=O)(=O)/N=C2/NC(=O)/C(=C/c3cccnc3)S2)cc1 | 0.1 | -2 | -4 | -9 | 0.0 | 6 | -35* | 3 | 2
O=C(CN1N=C(c2ccc(Cl)cc2)CCC1=O)NCc1cccnc1 | -1.2 | -3 | -11 | -8 | -0.8 | -7 | -2 | -1 | -6
CC(=O)NCc1ccc(S(=O)(=O)N2CCCN(C)CC2)cc1 | -0.6 | 1 | 3 | -4 | -0.2 | 2 | 5 | 3 | -9
Cc1ccc(Nc2nc(CSc3nnc(-c4ccccc4C)n3C)cs2)cc1 | 0.4 | -7 | 20 | -2 | -1.5 | -7 | -21 | 0 | 2
CCCCOc1ccc(C(=O)NCc2ccncc2)cc1 | -0.2 | 2 | 4 | -10 | -0.3 | -4 | -12 | 6 | -10
O=C(Oc1ccc(OC(=O)c2ccco2)c(S(=O)(=O)c2ccc(Cl)cc2)c1)c1ccco1 | 1.3 | -3 | -11 | -18 | 0.3 | -12 | 1 | 11 | -8
CC(NC(=O)Nc1ccccc1)C(c1cccs1)N1CCOCC1 (configuration not stated) | -0.2 | -3 | 9 | -1 | -0.2 | -4 | 3 | 1 | -2
Cc1ccc(C)c2nc3sc(C(=O)O)cc3cc12 | · | · | · | -6 | -0.1 | 1 | -12 | 5 | -1
CCCCOc1ccccc1NC(=O)c1scc2c1OCCO2 | 0.4 | -3 | -8 | -31 | 0.9 | 20 | 13 | 5 | -1
O=C(NCCNC(=O)c1cnccn1)c1ccc(Cl)c(Cl)c1 | 1.0 | -4 | 1 | 3 | 0.4 | 9 | -2 | 2 | -1
CCc1ccc(NC(=O)CSc2nnc(Cn3c(=O)sc4ccccc43)n2C)cc1 | -0.3 | 12 | 10 | · | -1.2 | -8 | 9 | 1 | -7
Cc1cccc(N(C)C(=O)C2CCN(S(=O)(=O)c3cccc4nonc34)CC2)c1 | 0.1 | -11 | · | 2 | -0.1 | 1 | 3 | 1 | 1
c1coc(CN(Cc2ccco2)c2ncnc3c2oc2ccccc23)c1 | 0.2 | 18 | -13 | -26 | -0.9 | 6 | 1 | 19 | -8
Cc1ccc(S(=O)(=O)NC(CC(=O)O)c2cccs2)cc1 (configuration not stated) | 0.3 | 0 | -3 | 15 | 0.1 | 1 | 24 | 4 | -1
CC1=C(C#N)C(NC(=O)C2CCCCC2)(C(F)(F)F)C(=O)N1 (configuration not stated) | 0.4 | -2 | -8 | -8 | 0.1 | 0 | -5 | 1 | -3
O=c1[nH]nc(CNc2ccc(C(F)(F)F)cc2)c2ccccc12 | 0.6 | 7 | 0 | 17 | -0.1 | -7 | 7 | 4 | -1
CCOC(=O)CN(C(=O)COc1nc(-c2ccccc2)cc(C)c1C#N)c1cccc(OC)c1 | · | · | · | -6 | 1.1 | 1 | 22 | 3 | 1
Cc1c(Cl)cccc1NC(=O)c1cc(S(=O)(=O)N2CCCCC2)cn1C | 0.9 | 9 | · | · | -0.8 | -2 | -11 | 7 | 4
CN(Cc1cccnc1)C(=O)c1cc(S(=O)(=O)Nc2ccccc2F)ccc1Cl | 0.7 | 2 | 5 | -20 | 0.0 | 5 | 19 | 11 | -5

(next part)
SMILES | D2 ag | D2 potentiator | D2 antag | RXFP1 antagonist | TRHR ag | TRHR PAM | D1 antagonist | D1 agonist | D1 PAM
CCCC(=O)OCC(=O)Nc1ccc2c(c1)OCO2 | -0.3 | 1 | -26 | -3 | -0.2 | -8 | 5 | 5 | -4
COc1cc(NC(=S)NCc2ccco2)cc(OC)c1OC | -1.8 | 0 | 1 | -8 | -2.9 | -3 | -2 | 5 | 2
Cc1cccc(NCc2ccccc2OCc2ccccc2F)c1 | -0.3 | 13 | 10 | -3 | 0.2 | -1 | 3 | 3 | -1
Nc1nc2n(n1)C(c1ccc(Cl)cc1)CC(c1ccc(F)cc1)N2 (configuration not stated) | 5.3 | -23 | 1 | · | -0.3 | -20 | -15 | -1 | -4
CCOC(=O)Cn1c(=O)n(-c2ccccc2OC)c2nc(-c3ccccc3F)nc(C(N)=O)c21 | -0.9 | -4 | · | · | -0.1 | 1 | -1 | 2 | -2
COc1cccc(C(=O)N2CCN(c3ncccn3)CC2)c1 | 0.4 | -6 | 0 | -9 | -2.4 | 13 | -3 | 6 | -5
C/C(=N\NC(=O)CN(c1ccccc1)S(C)(=O)=O)c1ccccc1O | 0.2 | -20 | 44* | 8 | 1.1 | -4 | -7 | -2 | -7
CCc1nccn1CCC(=O)N1CCc2c([nH]c3ccccc23)C1CC(C)C (configuration not stated) | 0.5 | -18 | -8 | -7 | 0.3 | 5 | 9 | 2 | 0
CC(C)(C)OC(=O)N1CCC(NC(=O)c2[nH]cnc2C(=O)Nc2ccccc2)CC1 | 0.7 | 15 | 8 | · | 0.6 | -4 | · | -1 | -3
CCOc1ccccc1NC(=O)C(CC(C)C)NS(=O)(=O)c1ccc2c(c1)CCN2C(C)=O (configuration not stated) | -0.9 | -1 | · | -4 | -1.3 | -7 | 4 | 0 | 2
N#Cc1ccc(COC(=O)C2CC(=O)N(CCc3ccccc3)C2)cc1 (configuration not stated) | -0.2 | -6 | -4 | -4 | -0.2 | -2 | -2 | 12 | 4
COc1ccc(CCNC(=O)Nc2ccc(F)cc2F)cc1OC | 0.4 | 6 | -10 | 3 | -0.6 | 5 | -9 | 4 | -7
Cc1ccccc1NC(=O)c1cnn(-c2ccccc2)c1C | -1.7 | -10 | -3 | -4 | -0.7 | -3 | 2 | 12 | -1
Cc1cc(C)cc(NC(=S)/C(=C(\[O-])c2ccc(Cl)cc2Cl)[n+]2ccc(C(C)(C)C)cc2)c1 | 1.8 | -7 | 0 | 5 | 0.8 | 0 | -12 | 1 | -4
CCc1ccc(N2CC(C(=O)N/N=C/c3cc([N+](=O)[O-])ccc3O)CC2=O)cc1 (configuration not stated) | -0.2 | -2 | -11 | ? | -0.4 | 15 | 0 | 2 | -2
Cc1cc(=O)[nH]c(SCC(=O)Nc2cc(S(=O)(=O)N(C)C)ccc2Cl)n1 | 0.2 | -1 | 2 | -6 | 0.4 | -3 | -15 | 0 | -1
O=C(O)c1ccc(N/N=C/c2cccc3nccnc23)cc1 | 0.7 | -4 | -8 | -21 | 3.8 | 5 | -2 | 5 | 4
Cc1ccccc1N(C)C(=O)c1coc(=O)c2ccccc12 | 1.3 | 11 | -1 | -5 | 0.2 | 3 | -23 | 1 | -4
CCOC(=O)c1c(NC(=O)c2nn(CC)cc2Br)c(C#N)cn1-c1ccccc1 | -0.8 | 23 | -9 | -10 | 0.6 | -3 | -10 | 1 | 6
CCCCc1cc(=O)oc2cc(OCC(=O)NCC3CCC(C(=O)O)CC3)ccc12 (configuration not stated) | -0.1 | 10 | 9 | 2 | -0.1 | -2 | 0 | 2 | 4
Cc1cccc(NS(=O)(=O)c2ccc(NC(=O)CN(c3cc([N+](=O)[O-])ccc3C)S(C)(=O)=O)cc2)c1 | 0.8 | 0 | 1 | · | 0.3 | -4 | 7 | 3 | 3
COc1ccc(CCNc2ncnc3c2c(C)c(C)n3CCCN(C)C)cc1OC | 0.3 | 0 | -11 | -9 | 0.4 | 3 | -23 | 3 | -7
Cc1ccc(C)c(NC(=O)C2COc3ccccc3O2)c1 (configuration not stated) | -1.5 | 7 | -8 | 8 | -1.0 | 14 | 12 | 1 | -1
CC1CCCC(C(=O)O)N1C(=O)CCS (configuration not stated) | · | · | · | 7 | -0.3 | -1 | -2 | 0 | -1
Cc1c(Cl)ccc2sc(NC(=O)c3ccco3)nc12 | -0.1 | -5 | 17 | -6 | -0.7 | -3 | -27 | 4 | 8

Printed as active in D2 antag, among the entries above:
Molecule | D2 potentiator | D2 antag | RXFP1 antagonist | TRHR ag | TRHR PAM | D1 antagonist | D1 agonist | D1 PAM
C/C(=N\NC(=O)CN(c1ccccc1)S(C)(=O)=O)c1ccccc1O | -20 | 44* | 8 | 1.1 | -4 | -7 | -2 | -7

Ordered by the number under D1 agonist (highest first): some entries from above.
canonical_smiles | D1 agonist
Cc1ccccc1NC(=O)c1cnn(-c2ccccc2)c1C | 12
Cc1c(Cl)ccc2sc(NC(=O)c3ccco3)nc12 | 4
COc1ccc(CCNc2ncnc3c2c(C)c(C)n3CCCN(C)C)cc1OC | 3
CCCCc1cc(=O)oc2cc(OCC(=O)NCC3CCC(C(=O)O)CC3)ccc12 (configuration not stated) | 2
Cc1cc(C)cc(NC(=S)/C(=C(\[O-])c2ccc(Cl)cc2Cl)[n+]2ccc(C(C)(C)C)cc2)c1 | 1
Nc1nc2n(n1)C(c1ccc(Cl)cc1)CC(c1ccc(F)cc1)N2 (configuration not stated) | -1

Next entries follow.
SMILES | D2 ag | D2 potentiator | D2 antag | RXFP1 antagonist | TRHR ag | TRHR PAM | D1 antagonist | D1 agonist | D1 PAM
COc1ccc(NC(=O)c2cccc(Cn3cc(Br)cn3)c2)cn1 | -0.9 | -5 | -12 | -22 | -0.4 | -3 | 4 | 3 | -4
COc1ccc(OCc2cc(C(=O)N3CCN(CC4CC4)CC3)no2)c(Cl)c1 | -0.4 | 19 | -6 | 4 | -0.3 | 20 | -9 | 8 | -8
O=C(CSc1nnc(-c2ccc(Br)cc2)o1)Nc1cccc(C(=O)O)c1 | 0.2 | -1 | 14 | 8 | -1.6 | 15 | 4 | -1 | -3
Oc1ccc(CNCc2ccc3c(c2)OCO3)c2cccnc12 | · | · | · | · | 0.2 | -5 | 11 | 11 | -2
O=C(COC(=O)CC1SC(N2CCCC2)=NC1=O)Nc1ccc(Br)cc1 (configuration not stated) | -1.0 | 6 | 31* | -11 | 0.0 | -3 | -2 | 7 | -3
Cc1ccc(C23CC4CC(CC(C(=O)NC(C(=O)O)C(C)C)(C4)C2)C3)cc1 (configuration not stated) | 0.3 | -4 | 8 | 2 | -0.5 | -4 | -17 | 4 | -2
